Screens deposited in PubChem BioAssay by National Center for Advancing Translational Sciences (NCATS).
KDM5B inhibitor: Primary screen for KDM5B Histone Demethylases FDH-coupled qHTS; KDM5B demethylase, FDH-coupled NADH fluorescence (FDH is formaldehyde dehydrogenase); Lysine-specific demethylase 5B (Homo sapiens), Q9UGL1; Potency, µM (series often up to 57.7 µM), without a hit: top-dose activity change, negative = inhibition, actives largely listed as inhibitors; 220,000 tested, 2.6% active; active = well fitted inhibition curve with a large enough effect; inconclusive = small, poorly fitted or top-dose-only effect; inactive = no such curve, though single readings can be large or run the other way; also: 0% is about no effect; nearly all actives have a fitted effect of over 70% in size
Target sequence (Q9UGL1 whole entry, looked up): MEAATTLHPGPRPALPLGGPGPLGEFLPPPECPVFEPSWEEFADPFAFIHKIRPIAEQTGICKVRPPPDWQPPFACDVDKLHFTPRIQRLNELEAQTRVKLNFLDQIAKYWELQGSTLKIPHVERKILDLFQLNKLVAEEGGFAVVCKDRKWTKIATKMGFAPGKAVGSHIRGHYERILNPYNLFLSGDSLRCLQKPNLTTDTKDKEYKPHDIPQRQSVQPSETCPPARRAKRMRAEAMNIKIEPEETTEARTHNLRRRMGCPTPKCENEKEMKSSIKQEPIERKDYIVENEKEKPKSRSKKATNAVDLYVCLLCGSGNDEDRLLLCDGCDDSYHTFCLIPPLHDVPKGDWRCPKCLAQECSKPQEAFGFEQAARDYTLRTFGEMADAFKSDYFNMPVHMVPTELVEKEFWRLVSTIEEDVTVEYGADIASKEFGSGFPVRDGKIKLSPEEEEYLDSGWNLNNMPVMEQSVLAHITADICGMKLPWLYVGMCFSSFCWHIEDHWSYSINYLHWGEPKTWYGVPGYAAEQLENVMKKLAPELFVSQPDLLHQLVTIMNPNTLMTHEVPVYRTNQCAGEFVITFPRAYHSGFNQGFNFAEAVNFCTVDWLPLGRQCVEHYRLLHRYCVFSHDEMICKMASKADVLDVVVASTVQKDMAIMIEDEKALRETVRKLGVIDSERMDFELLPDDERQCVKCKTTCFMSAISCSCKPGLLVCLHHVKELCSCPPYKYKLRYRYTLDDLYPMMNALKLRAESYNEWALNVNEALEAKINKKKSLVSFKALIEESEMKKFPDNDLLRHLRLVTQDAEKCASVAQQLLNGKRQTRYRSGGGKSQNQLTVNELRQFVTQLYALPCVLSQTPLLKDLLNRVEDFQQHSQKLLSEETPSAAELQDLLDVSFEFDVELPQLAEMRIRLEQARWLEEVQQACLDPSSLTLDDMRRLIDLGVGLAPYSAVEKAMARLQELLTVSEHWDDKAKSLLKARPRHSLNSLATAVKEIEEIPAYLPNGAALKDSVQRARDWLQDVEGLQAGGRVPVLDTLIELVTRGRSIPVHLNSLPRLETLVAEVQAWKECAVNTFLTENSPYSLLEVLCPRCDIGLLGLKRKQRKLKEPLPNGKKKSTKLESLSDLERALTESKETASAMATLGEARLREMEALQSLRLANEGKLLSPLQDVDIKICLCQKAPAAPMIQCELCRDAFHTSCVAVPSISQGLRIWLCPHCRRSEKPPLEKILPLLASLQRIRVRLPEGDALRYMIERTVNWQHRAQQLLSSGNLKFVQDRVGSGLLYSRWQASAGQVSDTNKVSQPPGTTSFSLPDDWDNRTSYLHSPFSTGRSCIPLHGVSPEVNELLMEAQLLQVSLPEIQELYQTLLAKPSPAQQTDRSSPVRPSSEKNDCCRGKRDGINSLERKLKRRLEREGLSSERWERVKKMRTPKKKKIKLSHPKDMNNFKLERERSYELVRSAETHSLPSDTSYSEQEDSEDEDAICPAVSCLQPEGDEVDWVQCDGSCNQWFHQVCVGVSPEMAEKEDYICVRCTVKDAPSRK
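Measured: NADH fluorescence change, 30 min, RT. System: KDM5BΔAP 200 nM final, H3K4me3 peptide, α-KG, Fe(II), ascorbate, NAD⁺ plus FDH, pH 7.5 HEPES. Compounds: titrated, 10 min pre-incubation with enzyme.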
* = called active by the depositor; i = inactive; u = inconclusive; & = joins results of further samples; [ ] = remark or other dose. Potency is read from the fitted curve at half-maximal effect. Not all compounds are listed, so the mix of outcomes need not match the whole.

molecule | KDM5B inhibitor
COc1ccc2c(c1)c(CC(=O)Nc1cccc(F)c1C)c(C)n2C(=O)c1ccc(Cl)cc1 | -4%
CCc1ccc(C(=O)c2cn(CC(=O)Nc3cccc(OC)c3)c3cc4c(cc3c2=O)OCO4)cc1 | u
O=C(c1ccc(C(F)(F)F)cc1)N1CCC2(CC1)COc1ccccc1CN2 | 4%
COc1cc(Cl)c(NC(=O)c2cc(S(=O)(=O)N3CCCCC3)c[nH]2)c(OC)c1 | 222%&190%[activator]
Cc1ccc(C2Cn3nnc(C(=O)N4CCC(C(=O)NCCC5=CCCCC5)CC4)c3CO2)cc1 (centres undefined) | 0%
Cc1oc2cc3oc(=O)c(CCC(=O)N(C)CC(=O)O)c(C)c3cc2c1C | u
CCCNC(=O)Cc1ccc(N(Cc2ccc(F)cc2)C(=O)c2ccco2)cc1 | 6%
CCCCOc1ccc(C(C)NC(=O)CN2C(=O)CSc3ccc(S(=O)(=O)N4CCOCC4)cc32)cc1 (centres undefined) | -12%
CC(=O)N[C@H](C)c1onc(-c2ccc(Cl)cc2)c1C(=O)O | -24%[86.2 µM]
CCOCCn1c(N2CCN(Cc3ccc(C)cc3)CC2)nc2c1c(=O)[nH]c(=O)n2C | 13%
O=C(Nc1ccccc1)N[C@H]1[C@H](O)[C@@H](Oc2ccccc2)[C@@H]2OC[C@H]1O2 | 13%[86.2 µM]
CCOc1ccccc1C(=O)NC1CCN(c2cnn(CCOC)c(=O)c2)CC1 | 1%
CC(=O)N1CCN(C(=O)Cn2ccc3cc(OCc4ccccc4)ccc32)CC1 | 8%
C#CCNC(=O)c1cc(-c2ccc3c(c2)OCCO3)nc2ccccc12 | u
O=C1NCCCCCN(Cc2cccnc2)[C@@H]2CN(C(=O)Nc3ccccc3F)CC[C@@H]12 | 10%
Cc1ccc([S+](=O)([O-])N2CCC3OCCN(C(C)C)C(=O)C3C2)cc1 (centres undefined) | -1%[86.2 µM]
C(=C\c1ccccc1)/CN(C/C=C/c1ccccc1)CCN1CCOCC1 | u
O=C(O)c1ccc(/C=C2\CCCc3c2nc2ccccc2c3C(=O)O)cc1 | u
O=C(NCc1ccco1)C1CC(c2ccccc2)CN(C(=O)c2ccoc2)C1 (centres undefined) | u
Cc1ccc(S(=O)(=O)N2CCCCC2)cc1NC(=O)c1nn(C)c(=O)c2ccccc12 | -1%
O=C(NCCc1ccc(F)cc1)N1CCc2sccc2C1 | -6%
FC(F)Sc1nnc(-c2ccccc2)c2ccccc12 | -1%
COC(=O)CNC(=O)c1cc2occc2n1Cc1ccccc1 | 20%
CCCN(C)C(=O)c1c(-c2ccc(OC)cc2)noc1[C@H](C)O | 10%[86.2 µM]

Looked up above:
KDM5B inhibitor with O=C(NCCc1ccc(F)cc1)N1CCc2sccc2C1 is entered as -6%
KDM5B inhibitor with FC(F)Sc1nnc(-c2ccccc2)c2ccccc12 is entered as -1%
KDM5B inhibitor with COC(=O)CNC(=O)c1cc2occc2n1Cc1ccccc1 is entered as 20%

Remaining list, next part.
molecule | KDM5B inhibitor
CC1(C)CN(C(=O)c2ccc(CSc3ccccn3)cc2)CC1(C)O (centres undefined) | 5%
O=C(CN1C(=O)C2CCCCN2c2ccc(C(=O)N3CCCC3)cc21)NCc1cccc(F)c1 (centres undefined) | -22%
O=C1c2c(nc(COc3ccccc3)n2Cc2ccccc2)NCCN1Cc1cccc(Cl)c1 | u
CCOc1ccc2c(=O)c(Oc3ccccc3OC)coc2c1 | -6%
CCCC(O)(c1ccc(Br)cc1)C(CN1CCOCC1)c1ccc(Cl)cc1 (centres undefined) | u
Cc1ccc(-n2c(SCC(=O)Nc3ccccc3Cl)nc3c(=O)[nH]cnc32)cc1 | -7%
CCCCn1nc(C(=O)Nc2ccc(OCC(=O)NCC)cc2)c2ccccc2c1=O | 19%
O=C(CSc1ncc(-c2cccc(Br)c2)o1)NC1CCCCC1 | -15%
Cc1cccc(C)c1OC(=O)CSc1nnc(-c2cccs2)o1 | u
COc1ccccc1C(=O)CC1(O)C(=O)N(Cc2ccccc2)c2ccc(Br)cc21 (centres undefined) | 5%
CCNC(=O)C(C)NC(=O)CCc1nc(-c2ccccc2)c(-c2ccccc2)o1 (centres undefined) | -1%
CC(=O)NC12CC3(C)CC(C)(CC(C)(C3)C1)C2 | 17%
N#CC1CCN(C(=O)c2c[nH]c3ncccc23)CC1 | -31%[86.2 µM]
COc1cc2c(cc1OC)C(C[C@H]1CN(C(=O)c3ccc4c(c3)OCO4)CC[C@H]1CC(=O)O)=NCC2 | 32µM*
N#Cc1ccccc1S(=O)(=O)N1CCN(C(=O)C2CC(=O)N(c3ccc4c(c3)OCCO4)C2)CC1 (centres undefined) | 25%
O=c1cc(COc2ccc(-c3ccccc3)cc2Cl)nc2sccn12 | -13%
Cc1ccc(OC2(C(=O)NC(C)c3nn[nH]n3)CCNCC2)cc1 (centres undefined) | u
O=C(COc1ccc(Cl)cc1)NCC(c1ccco1)S(=O)(=O)c1ccccc1 (centres undefined) | u
O=C1CC(c2ccccc2)N(C(=O)CNC(=O)c2ccc3[nH]ccc3c2)CCCCCN1 (centres undefined) | u
O=C(N[C@H]1CO[C@H]2[C@@H]1OC[C@@H]2n1nnnc1-c1ccc2c(c1)OCO2)c1ccc(C(F)(F)F)cc1 | -3%
CC(C)c1ccccc1NC(=O)C1CC=CCC1 (centres undefined) | 18%
Fc1cccc(Cl)c1CSc1nc(CN2CCOCC2)nc2ccccc12 | 5%
CCOc1ccc2c(n1)CCN(C(=O)c1cccc(OC)c1)C2 | -4%
COc1cc(Nc2nc(SCc3cccc(Cl)c3)nc3ccccc23)cc(OC)c1 | u

Overlap with the part before: 2 entries; new compounds follow.
molecule | KDM5B inhibitor
CCOc1ccc2c(n1)CCN(C(=O)c1cccc(OC)c1)C2 | -4%
COc1cc(Nc2nc(SCc3cccc(Cl)c3)nc3ccccc23)cc(OC)c1 | u
N#Cc1ccc(S(=O)(=O)N2CCC(C(=O)Nc3ccnn3Cc3ccccc3Cl)CC2)cc1 | 12%
COc1ccc(S(=O)(=O)NNC(=O)Nc2ccc(F)cc2)cc1 | 25%
Cc1ccc(NC(=O)CN2CCN(C(=O)NCc3ccc(C)c(F)c3)CC2)cc1 | 23%
O=C(CC(c1ccccc1)c1ccccc1F)N1CCSCC1 (centres undefined) | 32%
CN(C)CC(NC(=O)CNC(=O)NCc1ccccc1)c1ccccc1 (centres undefined) | 7%
O=C(c1ccccc1F)N1CCCN(c2cc(-c3ccccc3)[nH]n2)CC1 | u
COC(=O)C1=CN(Cc2ccc(OC)cc2)C=C(C(=O)OC)C1c1ccccc1OCc1ccccc1 | i
N#CCC(=O)Nc1ccc(C(=O)OCC(=O)NC(=O)Nc2ccc3c(c2)OCCO3)cc1 | -9%
COc1ccc(C(=O)N2CCC3(CC2)OCC(C(=O)NCC(C)C)N3C(=O)c2ccc(C)cc2)cc1 (centres undefined) | -1%
Cc1cccc(C(=O)Nc2ccc(C(=O)N/N=C/c3cccc(C)n3)cc2)c1 | u
CC(=O)Nc1ccc(OCC(C)C)cc1 | 28%
COCCn1c(-n2nc(C)c(C)c2C)nc2c1c(=O)n(CCN1CCCCC1)c(=O)n2C | 6%
CC(=O)N1CCN([S+](=O)([O-])c2ccc(Cl)nc2)C(=O)C1 | -16%[149 µM]
O=C(CSc1nc2ccccc2nc1Cc1ccccc1)N1CCN(c2ccccc2)CC1 | 13%
CC1(C(=O)N2CCN(c3ccccn3)CC2)CCCc2cnc(Nc3cccnc3)nc21 (centres undefined) | 0%[86.2 µM]
Cc1ccc(-n2c(SCC(=O)Nc3ccc(Cl)cc3)nc3c(=O)[nH]cnc32)cc1 | 17%
CCCCCCn1c(CN2CCN(CC)CC2)nc2c1c(=O)n(C)c(=O)n2C | 15%
CCOc1ccc(OCC)c(NS(=O)(=O)c2cc(Br)cc3c2N(C(C)=O)C(C)C3)c1 (centres undefined) | -22%
COCCN1C(=O)C(=O)/C(=C(/O)c2ccc(Cl)cc2)C1c1ccc(OC)cc1 (centres undefined) | -13%
CCOc1ccc(-c2nc(N)ncc2-c2ccc(Cl)cc2)c(O)c1 | 17%
CC(=O)Nc1ccc(NC(=O)CC2Sc3ccccc3NC2=O)cc1 (centres undefined) | 15%&-19%
Nc1nnc(SCC(=O)N(C2CCCCC2)C2CCCCC2)s1 | -12%
CCc1ccc(NC(=O)C(=O)NNC(=O)c2ccc(OC)cc2)cc1 | 4%
CCC1CCCCN1C(=O)CS(=O)(=O)Cc1coc(-c2cccc(F)c2)n1 (centres undefined) | 2%

Arranged by SMILES length (falling): part of the list above.
molecule | KDM5B inhibitor
CCC1CCCCN1C(=O)CS(=O)(=O)Cc1coc(-c2cccc(F)c2)n1 (centres undefined) | 2%
CCCCCCn1c(CN2CCN(CC)CC2)nc2c1c(=O)n(C)c(=O)n2C | 15%
CC(=O)Nc1ccc(NC(=O)CC2Sc3ccccc3NC2=O)cc1 (centres undefined) | 15%&-19%

Further entries.
molecule | KDM5B inhibitor
CC1(C)CC(=O)C2=C(C1)OC(N)=C(C#N)C2c1ccc(Br)o1 (centres undefined) | 19%
CCN1C(=O)CCN(C(=O)NCc2ccccc2)CC12CCOCC2 | 9%
Cc1ccc(S(=O)(=O)c2nnn3c2nc(N2CCN(c4ccccc4F)CC2)c2cc(Cl)ccc23)cc1C | -6%
COc1ccc(C2CCCCCN2C(=O)NCCn2ccnc2)cc1 (centres undefined) | 3%
Cc1noc(C(C)C)c1C(=O)NCc1ccc(OC(C)C)nc1 | 17%
Cc1c(OCC(=O)C(C)(C)C)ccc2c3c(c(=O)oc12)CCC3 | -27%
Cc1cc(Nc2ccccc2)c2c([N+](=O)[O-])ccc(C)c2n1 | -4%
Cc1cccc(Cn2nnc3c(=O)[nH]c(C4CCCN(C(=O)c5ccc(C(C)(C)C)cc5)C4)nc32)c1 (centres undefined) | 18%
O=C1NCCCCCCN(C(=O)CCC2CCCC2)[C@H]2C[C@H](c3nc(Cc4ccccc4)no3)C[C@@H]12 | -25%
COc1ccc(NC(=O)CN2C(=O)COc3ccc(C(=O)COc4cccc(F)c4)cc32)cc1 | -23%
Cn1c(=O)[nH]c(=O)c2c1nc(N1CCN(Cc3ccccc3Cl)CC1)n2Cc1ccc(F)cc1 | 5%
COCC1CN(C(C)=O)CC12CCN(C(=O)c1ccc(C(F)(F)F)cc1)CC2 (centres undefined) | -17%
COc1ccc(-c2nc(N3CCOCC3)cc3c2CN(CC2CC2)C3=O)cn1 | 35µM*
C=CCOc1nc2c(c(=O)n(C)c(=O)n2C)n1Cc1c(Cl)cccc1Cl | 0%
COc1ccc(C(=O)N[C@@H]2CCC[C@@H]2C(=O)NCc2ccccc2C(F)(F)F)cc1 | -10%
c1ccc(-c2noc(Nc3ccc4c(c3)OCCO4)n2)cc1 | 31%[activator]
CN1c2cc(C(=O)Nc3ccc4c(c3)CCC4)ccc2C(=O)N2CCCCCC21 (centres undefined) | u
COc1ccc(-c2cc(C(=O)Oc3ccc(F)cc3)no2)cc1 | 1%
Cc1cc(CNC(=O)C2CCC(=O)N(Cc3ccccc3F)C2)on1 (centres undefined) | 8%
CCn1cc(C(=O)NCCCOC(C)C)c(=O)c2cc(S(=O)(=O)N3CCOCC3)ccc21 | -9%
Cc1ccc(-c2nc(CN3CCCC3c3nnc4ccccn34)co2)cc1 (centres undefined) | -14%
Cc1ccc(/C=C/c2onc(C)c2S(=O)(=O)N2CCC(C(=O)N3CCOc4ccc(C)cc43)CC2)cc1 | -18%
COc1cc(-c2nc(-c3ccccc3)c(-c3ccc(Br)cc3)[nH]2)cc(OC)c1O | u
COCC(=O)N1CCC2(CC1)OC(=O)N(CCOc1ccccc1)C2(C)c1cccnc1 (centres undefined) | 5%[86.2 µM]
CC(=O)c1cccc(NC(=O)CSc2ncc3c(n2)-c2cc(Cl)ccc2N(Cc2ccccc2)S3(=O)=O)c1 | -4%
CCOc1ccc(-n2ccnc(NCc3ccccc3)c2=O)cc1 | -9%
O=c1[nH]nc(-c2ccco2)c2c1Nc1nnnn1C2c1cccc(F)c1 (centres undefined) | u
O=C(Cc1cccc(C(F)(F)F)c1)Nc1cccc(S(=O)(=O)N2CCCC2)c1 | -4%
O=C(c1nnc(CN2CCOCC2)n1Cc1ccccc1)N1CCC[C@@H]1c1ccc(Br)cc1 | -11%
O=C(NC1CCOC1)c1ccc2oc(-c3ccc(C(F)(F)F)cc3)nc2c1 (centres undefined) | 22%
O=C(CN1C(=O)COc2ccc(S(=O)(=O)N3CCCCCC3)cc21)N1CCN(c2cccc(Cl)c2)CC1 | -21%
O=C1CN(C(=O)CCc2c[nH]c3ccccc23)CCN1 | 21%
COc1cc(CN2CC[C@H](CNC(=O)C3CC3)[C@H](N(C)C)C2)cc(OC)c1 | -24%
CC(c1cccs1)N(C)Cc1ccccc1 (centres undefined) | -8%[149 µM]
CCOC(=O)N1CCC(N(CCN(C)C)C(=S)Nc2ccccc2OC)CC1 | 12%
CCN1c2cc(C(=O)Nc3cc(C)cc(C)c3)ccc2C(=O)N2CCCC21 (centres undefined) | u
O=C(NCc1ccc2c(c1)OCO2)c1csc(N2CCN(c3ccc(F)cc3)CC2)n1 | -25%
Cc1ccc(Nc2ncnc3sc4c(c23)CCC(C)C4)cc1C (centres undefined) | -10%
O=C(CSc1ncc(-c2ccccc2)o1)Nc1cccc(F)c1 | -10%
C[C@@]1(O)CCN(Cc2cccc(F)c2)C[C@H]1N1CCCC1 | u
